Screening data deposited in PubChem BioAssay by Sanford-Burnham Center for Chemical Genomics.
tim10-1 inh: inhibits growth of tim10-1 mutant yeast | 330,000 tested, 2.2% active | inhibition, % at 20 µM | S. cerevisiae tim10-1 ts strain growth, BacTiter-Glo, 24 h;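 active means inhibition of at least 40%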;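 further: mutant grown at 25 °C; 0% = DMSO wells with yeast and 100% = wells holding no yeast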
TIM10 inh: inhibits growth of TIM10 yeast strain. 330,000 tested, 1.4% active. S. cerevisiae TIM10 strain growth, BacTiter-Glo luminescence, 24 h. AID 463195. inhibition, % at 10 µM;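 active means inhibition of 40% or more at the single tested concentration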;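 further: wild-type TIM10 isogenic control strain grown at permissive 25 °C; 0% = DMSO yeast wells and 100% = minimal medium wells without yeast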
NR3A LBD binder: modulates the human NR3A ligand-binding domain. 340,000 tested, 2.5% active. NR3A LBD differential scanning fluorimetry, Tm shift; 0% = protein alone, 100% = glycine-bound protein. Tm shift relative to glycine control, % at 25 µM;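 active means melting temperature shift of at least 10% of the positive control shift, at one fixed dose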
NLRP3 yeast inh: NALP3 inhibition in yeast. Yeast reconstituted NLRP3/ASC/caspase-1, beta-gal luminescence, 24 h. inhibition, % at 10 µM. 330,000 tested, 0.39% active. AID 2825;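 active means inhibition of 50% or more; inactive means inhibition below 50%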;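 further: plate controls were induced DMSO wells for no effect and uninduced yeast grown without galactose for full effect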
APJ agonist: agonists of human APJ apelin receptor | 330,000 tested, 0.11% active | CHO-K1 APJ PathHunter beta-arrestin, luminescence; 0% DMSO wells, 100% apelin | P35414 | activation, % at 20 µM | AID 2520;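 active means activation more than six SD over the plate average, tested at 20 µM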;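 further: 0% = DMSO alone and 100% = apelin-13 at 10 nM; some results filed as inactive read as strong as hits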
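system = engineered CHO-K1 APJ arrestin reporter cells | input = 1000 cells per well | timing = overnight seeding, 90 min compound at 25 °C, 1 h detection | measured by = enzyme-fragment complementation luminescence | read-out = beta-arrestin recruitment to APJ as agonist activity, luminescent signal | control set = negative DMSO alone, positive Apelin-13 at 10 nM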
tim23-1 inh: tim23-1 yeast growth inhibition; S. cerevisiae tim23-1 growth, BacTiter-Glo luminescence, 24 h; inhibition, % at 20 µM; 330,000 tested, 1.3% active; AID 463212;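 active means growth inhibition of the mutant yeast at or above 50%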;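 further: temperature-sensitive mutant grown at 25 °C; plate controls were DMSO-treated mutant yeast for no effect and medium wells lacking yeast for full effect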
UPR CHOP act: activators of apoptotic arm of unfolded protein response (CHOP). 330,000 tested, 0.34% active. CHO-CHOP luciferase reporter, UPR activation, luminescence; percent of tunicamycin response over DMSO baseline. activation, % at 10 µM;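 active means at 10 µM dose, activation of 40% or more, normalized to positive control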;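 further: 100% = tunicamycin at 10 µg/mL and 0% = DMSO alone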
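Test system: CHO-CHOP cells, stable luciferase reporter of PERK-eIF2a-CHOP signalling | Quantity: 500 CHO-CHOP cells per well | Buffer or medium: F12 plus 10% serum | Compound dosing: 10 µM single point, 0.5% DMSO | Schedule: 6 h compound treatment, 37 °C | Signal: Luciferase luminescence | Control set: Tunicamycin high control, DMSO low control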
Mdm2-MdmX inh: inhibitors of human Mdm2/MdmX interaction | O15151+Q00987 | SaOS-2 split-luciferase Mdm2/MdmX complementation, luminescence | inhibition, % at 8 µM | 330,000 tested, 3% active | AID 485346;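 active means inhibition of at least 50% at 8 µM in the primary screen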
Target sequence (O15151 whole entry, looked up): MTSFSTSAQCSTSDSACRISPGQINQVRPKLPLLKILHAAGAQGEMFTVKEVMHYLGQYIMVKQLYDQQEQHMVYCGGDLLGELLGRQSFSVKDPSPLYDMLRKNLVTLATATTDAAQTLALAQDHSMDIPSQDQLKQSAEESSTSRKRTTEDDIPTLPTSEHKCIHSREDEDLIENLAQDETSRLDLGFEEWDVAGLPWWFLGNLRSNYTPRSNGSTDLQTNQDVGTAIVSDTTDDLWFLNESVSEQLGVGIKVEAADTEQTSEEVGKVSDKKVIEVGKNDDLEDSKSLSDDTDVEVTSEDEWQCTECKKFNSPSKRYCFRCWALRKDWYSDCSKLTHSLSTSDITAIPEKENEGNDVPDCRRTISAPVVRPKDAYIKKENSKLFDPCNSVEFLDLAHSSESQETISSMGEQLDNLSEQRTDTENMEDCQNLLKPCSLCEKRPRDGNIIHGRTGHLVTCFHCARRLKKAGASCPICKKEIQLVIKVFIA
Target sequence (Q00987 whole entry, looked up): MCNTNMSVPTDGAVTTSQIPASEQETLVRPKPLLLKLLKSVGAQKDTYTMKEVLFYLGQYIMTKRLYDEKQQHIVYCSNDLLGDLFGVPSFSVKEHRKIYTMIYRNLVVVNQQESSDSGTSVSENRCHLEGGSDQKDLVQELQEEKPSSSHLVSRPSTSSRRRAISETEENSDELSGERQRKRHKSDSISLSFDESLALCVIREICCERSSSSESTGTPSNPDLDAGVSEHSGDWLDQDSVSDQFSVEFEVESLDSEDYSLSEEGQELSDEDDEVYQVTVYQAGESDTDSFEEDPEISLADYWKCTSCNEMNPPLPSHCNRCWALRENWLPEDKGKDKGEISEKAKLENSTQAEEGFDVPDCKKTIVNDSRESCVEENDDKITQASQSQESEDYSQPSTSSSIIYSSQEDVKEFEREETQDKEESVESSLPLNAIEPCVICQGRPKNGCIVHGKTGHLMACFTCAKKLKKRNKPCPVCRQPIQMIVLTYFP
XBP1 UPR activ: adaptive UPR (XBP1) activation. CHO-XBP1 luciferase reporter, IRE1-XBP1 UPR activation, luminescence; percent of tunicamycin response, DMSO as zero. activation, % at 20 µM. 330,000 tested, 0.33% active;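 active means versus positive control, 20 µM dose yields 30% or more activation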;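 further: 100% = tunicamycin at 10 µg/mL and 0% = DMSO only wells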
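incubation = overnight seeding at 37 °C, 6 h compound treatment at 37 °C | assay system = CHO-XBP1 cells stably carrying IRE1-XBP1-driven luciferase reporter | input = 1000 cells per well | detection = luciferase luminescence | dosing = single point, 20 µM final compound, 1% DMSO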
* hit, by the source's call; / = no result given. No enrichment for hits; overall some 8.2% were active at least once.

SMILES	tim10-1 inh	TIM10 inh	NR3A LBD binder	NLRP3 yeast inh	APJ agonist	tim23-1 inh	UPR CHOP act	Mdm2-MdmX inh	XBP1 UPR activ
CCN1C(=O)c2ccccc2Sc2ccc(C(=O)O)cc21	-9	0	4	11	-5	9	0.4	-8	-3
COc1cc(/C=N/NC(=O)CN2CCCCC2)ccc1OCc1ccc(Br)cc1	21	19	-3	16	0	17	9.0	-233	-1
COc1ccccc1-c1nn(-c2ccccc2)cc1C(=O)N1CCN(C(=O)c2ccco2)CC1	-3	16	0	20	-2	4	-0.1	-14	0
CN(C)CC/C=C1/c2ccccc2CS(=O)(=O)c2ccccc21	-6	3	0	1	0	-7	-2.2	19	-2
CCOc1ncccc1C(=O)N1CCCSC1=Nc1ccccc1OC	11	16	0	6	-3	6	1.5	8	-2
Cc1cccc(NC(=S)N(CCN(C)C)Cc2cccs2)c1	9	-1	0	-2	-2	13	-0.6	13	1
O=C(O)c1ncn(Cc2ccc(Br)cc2)c1C(=O)O	-4	8	-2	15	-2	-1	0.0	-12	-1
CCCC(O)(CCN1CCOCC1)c1ccc(Cl)cc1 (stereo unspecified)	11	-4	-2	3	1	1	-0.7	7	-1
CCCCCCCCCS(=O)(=O)Nc1cc(C)ccn1	10	2	3	-8	-3	27	-1.0	0	-2
COC(=O)CN=C1OC(=O)N2C(=O)C3=C4[C@@H](C[C@H]5C(=O)N(c6ccccc6)C(=O)[C@H]5[C@H]4[C@@]12Cc1ccccc1)[C@H]1C(=O)N(c2ccccc2)C(=O)[C@H]1[C@H]3C	13	-7	-2	-1	-4	-6	-2.2	10	-3
Cc1nnc(SC(C)C#N)n1-c1ccccc1 (stereo unspecified)	-14	-9	-3	13	-3	-9	-0.5	11	-2
CC(/C=C/c1ccccc1)=N\Nc1nc(-c2ccccc2)cs1	38	18	2	13	1	36	-2.0	-4	-2
COC(=O)C1CC(=O)N(c2ccc(OCc3ccccc3Cl)cc2)C1 (stereo unspecified)	25	-3	-5	15	-3	21	1.7	14	-3
COc1cc(OC)c2c(-c3cccc(-c4ccc(F)c(Cl)c4)c3)cc(=O)oc2c1	4	-8	-11	/	/	31	2.1	72*	3
Cc1nn(C(C)c2n[nH]c(=S)n2-c2ccc(F)cc2)c(C)c1[N+](=O)[O-] (stereo unspecified)	6	-4	0	15	-3	13	-1.0	3	-2
COc1ccccc1C(=O)Nc1ccnn1C1CCN(Cc2ncc[nH]2)CC1	-6	-1	1	-1	-2	-2	-1.0	11	-1
CCc1nc2sccc2c(=O)[nH]1	-5	-6	-1	7	-1	8	-0.2	10	1
COC(=O)C(C)Sc1n[nH]c(=S)s1 (stereo unspecified)	28	6	5	18	-2	20	-1.6	4	0
N#Cc1ccc(C(=O)CSc2nnc(-c3ccc(C(F)(F)F)cn3)s2)cc1	5	-6	-1	1	4	14	0.7	24	-4
CCn1c(SCC(=O)N2CCCCC2)nc2c(c1=O)SC(C)C2 (stereo unspecified)	8	7	-1	11	-6	8	1.2	19	-1
Cc1ccc(F)cc1NC(=O)N1c2ccccc2NC(=O)CC1C (stereo unspecified)	6	9	-2	-1	-5	16	0.8	8	0
COc1cc(-c2nc3cnccn3c2Nc2ccc(C)cc2)ccc1O	23	11	-1	1	0	9	-0.5	69*	6
C=CCOc1ccccc1CN1CCC(Oc2ccc(C(=O)N3CCCC3)cc2)CC1	8	0	-4	11	-4	11	0.4	26	-3
O=C(CCCN1C(=O)c2ccccc2C1=O)NCc1ccc(F)cc1	16	2	0	16	2	3	0.7	11	-4
O=C(Nc1ccc2c(c1)OCCO2)c1ccc(Cl)c([N+](=O)[O-])c1	18	11	-6	20	0	14	7.9	-22	0

Taken from the listing (3 entries):
SMILES	tim10-1 inh	TIM10 inh	NR3A LBD binder	NLRP3 yeast inh	APJ agonist	tim23-1 inh	UPR CHOP act	Mdm2-MdmX inh	XBP1 UPR activ
CCN1C(=O)c2ccccc2Sc2ccc(C(=O)O)cc21	-9	0	4	11	-5	9	0.4	-8	-3
COc1cc(/C=N/NC(=O)CN2CCCCC2)ccc1OCc1ccc(Br)cc1	21	19	-3	16	0	17	9.0	-233	-1
COc1ccccc1-c1nn(-c2ccccc2)cc1C(=O)N1CCN(C(=O)c2ccco2)CC1	-3	16	0	20	-2	4	-0.1	-14	0

Some entries already given, limited to UPR CHOP act, Mdm2-MdmX inh and tim10-1 inh.
compound | UPR CHOP act | Mdm2-MdmX inh | tim10-1 inh
CC(/C=C/c1ccccc1)=N\Nc1nc(-c2ccccc2)cs1 | -2.0 | -4 | 38
CCCCCCCCCS(=O)(=O)Nc1cc(C)ccn1 | -1.0 | 0 | 10

Single records (already shown). Order of screens: tim10-1 inh | TIM10 inh | NR3A LBD binder | NLRP3 yeast inh | APJ agonist | tim23-1 inh | UPR CHOP act | Mdm2-MdmX inh | XBP1 UPR activ
O=C(Nc1ccc2c(c1)OCCO2)c1ccc(Cl)c([N+](=O)[O-])c1 in the list: 18 | 11 | -6 | 20 | 0 | 14 | 7.9 | -22 | 0
COc1ccccc1-c1nn(-c2ccccc2)cc1C(=O)N1CCN(C(=O)c2ccco2)CC1 in the list: -3 | 16 | 0 | 20 | -2 | 4 | -0.1 | -14 | 0
COc1cc(OC)c2c(-c3cccc(-c4ccc(F)c(Cl)c4)c3)cc(=O)oc2c1 in the list: 4 | -8 | -11 | / | / | 31 | 2.1 | 72* | 3
COC(=O)CN=C1OC(=O)N2C(=O)C3=C4[C@@H](C[C@H]5C(=O)N(c6ccccc6)C(=O)[C@H]5[C@H]4[C@@]12Cc1ccccc1)[C@H]1C(=O)N(c2ccccc2)C(=O)[C@H]1[C@H]3C in the list: 13 | -7 | -2 | -1 | -4 | -6 | -2.2 | 10 | -3
C=CCOc1ccccc1CN1CCC(Oc2ccc(C(=O)N3CCCC3)cc2)CC1 in the list: 8 | 0 | -4 | 11 | -4 | 11 | 0.4 | 26 | -3

The listing continues:
SMILES	tim10-1 inh	TIM10 inh	NR3A LBD binder	NLRP3 yeast inh	APJ agonist	tim23-1 inh	UPR CHOP act	Mdm2-MdmX inh	XBP1 UPR activ
CC[C@]1(C(=O)OC)[C@H]2C(=O)N(Cc3ccccc3)C(=O)[C@H]2[C@H]2CN(C)C(=NCc3ccccc3)N21	10	4	-1	/	/	27	0.3	1	-2
CCOCCCN(C(=O)c1snc(C(N)=O)c1N)C(C(=O)NCCC(C)C)c1ccc(F)cc1 (stereo unspecified)	4	-6	2	4	-5	9	1.0	-12	-2
O=C1C(Nc2cccc(O)c2)=C(N2CCCCC2)C(=O)c2ccccc21	11	46*	-1	-2	11	17	5.3	32	-1
CCc1ccc(NC(=O)C2CC=CCC2C(=O)O)cc1 (stereo unspecified)	2	-5	-4	-16	-3	14	-1.3	0	-2
Cc1cc(C)c(C(=O)Nc2ccc(C)c(C)c2)c(CC(C)(C)C(=O)O)c1	-15	-7	-2	17	2	-3	0.9	-12	-1
CC(=O)Nc1ccc(NC(=O)C(NS(=O)(=O)c2cccc3nsnc23)C(C)C)cc1 (stereo unspecified)	-11	1	10*	0	-2	0	0.7	12	-6
Cc1cccc(C)c1OCCCCc1c(C)n[nH]c1C	26	-56	-1	27	3	19	1.4	-13	-1
O=C(CN(CC1CCCO1)C(=O)CNS(=O)(=O)c1ccc(Cl)cc1)NCc1ccco1 (stereo unspecified)	9	-16	1	4	1	2	-2.2	1	-3
CSc1nc(N(C)C)nc(N2CC(=O)N(CCNS(=O)(=O)c3ccc(C)cc3)C2=N)n1	19	10	-1	5	-3	8	0.2	-18	1
O=C1COc2ccc(C(=O)COC(=O)c3cc(S(=O)(=O)N4CCOCC4)ccc3F)cc2N1	-22	-5	-1	8	0	3	4.7	1	-4
O=C(Nc1nnc(-c2ccc(F)cc2)o1)c1cccc([N+](=O)[O-])c1	34	-1	-16	19	-2	10	4.8	40	3
O=C1CC(c2ccccc2)n2nc(N3C(=O)c4ccccc4C3=O)nc2N1 (stereo unspecified)	-6	-12	1	4	0	0	-3.3	27	-2
CN(CC(=O)Nc1ccc(F)cc1)C(=O)CN1C(=O)c2cccc([N+](=O)[O-])c2C1=O	7	-1	1	7	-5	7	1.7	2	-1
O=C(N/N=C/c1ccsc1)c1ccc2ccccc2n1	12	2	-3	33	5	31	2.7	15	1
O=C(c1ccc(COc2ccccc2[N+](=O)[O-])o1)N1CCCCCC1	33	9	-1	19	-1	41	1.1	-9	4
Cc1ccc2nc(Nc3ncc4c(n3)CC(C)(C)CC4=O)nc(C)c2c1	16	5	-1	5	-1	7	0.9	-1	-1
O=c1c2ccccc2oc2c1ccc1ccccc12	-13	28	18*	/	/	55*	2.6	-42	3
O=C(O)c1ccc(CSc2nc3ccc(N4C(=O)C5C6C=CC(C6)C5C4=O)cc3s2)cc1 (stereo unspecified)	52*	22	0	11	-3	24	-0.7	10	-2
Cc1c(C(=O)O)cccc1-c1ccc(/C=N/Nc2ccc(Br)cc2)o1	-27	-35	1	30	-1	15	3.0	5	-3
COc1cc2nc(Cl)nc(NCCO)c2cc1OC	-13	4	0	11	3	-1	0.0	29	-3
Cc1ccc(N2C(=O)CC(Sc3nc4ccccc4o3)C2=O)cc1Cl (stereo unspecified)	59*	50*	-4	16	0	35	29	89*	-7
Cc1ccc(C(=O)CSc2nc3ccccc3o2)cc1	23	23	17*	8	-1	7	3.9	-34	3
O=C(Nc1ccccc1)/C(=C/c1ccc(O)cc1)NC(=O)c1ccco1	-9	3	1	14	0	1	1.7	-5	0
CCOC(=O)c1c(C)[nH]c(C(=O)COC(=O)CNC(=O)C2CCCCC2)c1C	14	6	0	2	6	1	7.7	26	3
Cc1ccc2cc(CN(CCCN(C)C)C(=O)NCc3ccccc3)c(=O)[nH]c2c1C	8	-12	0	-7	0	8	-2.7	23	-4
Continued.
SMILES	tim10-1 inh	TIM10 inh	NR3A LBD binder	NLRP3 yeast inh	APJ agonist	tim23-1 inh	UPR CHOP act	Mdm2-MdmX inh	XBP1 UPR activ
CCOC(=O)c1c(NC(NC(=O)C(C)C)C(Cl)(Cl)Cl)sc2c1CCC2 (stereo unspecified)	7	8	3	5	4	6	3.3	-26	-1
CN(CC(=O)Nc1ccc(F)c(Cl)c1)S(=O)(=O)c1cccc2nsnc12	26	13	-10	3	3	21	-3.0	18	-5
CN(C)c1c2ccccc2nc2c(F)c(F)c(F)c(F)c12	18	19	-1	-7	0	64*	27	-11	2
O=C(CN1CCOc2ccccc21)NC1CCCCCCC1	30	6	-2	27	1	17	-1.1	0	-3
CCN(CC)C(=O)Cn1cc(C(=O)C(=O)NCCCN2CCOCC2)c2ccccc21	8	-4	-3	14	1	12	-0.9	-6	-2
O=C(Nc1ccc(-c2cn3c(n2)SCC3)cc1)c1ccco1	11	16	-11	12	-3	51*	4.2	-24	1
